# CSN deneddyl inh: inhibitors of CSN-mediated cullin deneddylation, primary screen, biochemical, fluorescence polarization, uHTS. inhibition, % at 12.5 µM. 360,000 tested, 0.38% active. AID 651999, 2013. Purified CSN, SCF-Nedd8-OG deneddylation;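 active = pattern-corrected inhibition above about 35%, with an unprinted fluorescence ratio check between 0.5 and 1.5, limit read from the data, passing the limit was not always enough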;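 also: 0% = enzyme with substrate and 100% = substrate without enzyme; some results filed as inactive read as strong as hits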
#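 assay system = purified human Csn5 enzyme expressed in HEK293T cells | amount = 0.24 nM enzyme | buffer or medium = Tris/NaCl/DTT buffer, pH 7.5 | reagent = 10 nM SCFSkp2-Nedd8OG | compound = one concentration, 12.5 µM, 0.25% DMSO | times = 90 min reaction at room temperature | signal = FP | read-out basis = % inhibition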
# Scp-1 inhibitor: Scp-1 phosphatase inhibitors, primary screen, biochemical, colorimetric, uHTS | AID 493091, 2011 | Recombinant Scp1, phosphopeptide, malachite green phosphate absorbance | inhibition, % at 20 µM | 340,000 tested, 0.88% active;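 active = inhibition above about 50% at 20 µM, limit read from the data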;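 also: plate controls were DMSO wells with enzyme for no effect and wells lacking enzyme for full effect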
#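 assay system = SCP-1 phosphatase catalytic domain, residues 76-261 | buffer or medium = 50 mM Tris acetate pH 5.5, 0.005% Tween-20, 10 mM MgCl2 | incubation = enzyme reaction 45 min at room temperature, colour 5 min, stabilisation 30 min | signal = Phosphate-binding colour reagent, absorbance read at 630 nm | measure = % inhibition at 20 µM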
# Rpn11 block: Rpn11 (PSMD14) deubiquitinase inhibitors, primary screen, biochemical, fluorescence polarization, uHTS | calls only at 20 µM | human 26S proteasome, Ub4-pepOG fluorescence polarization; 20S core pre-blocked with epoxomicin | 360,000 tested, 0.59% active | AID 588493, 2011 | 26S proteasome non-ATPase regulatory subunit 14 (Homo sapiens), O00487;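 active = inhibition at 20 µM, scaled to each plate's controls, above about 33%, limit read from the data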
# Target sequence (O00487 whole entry, looked up): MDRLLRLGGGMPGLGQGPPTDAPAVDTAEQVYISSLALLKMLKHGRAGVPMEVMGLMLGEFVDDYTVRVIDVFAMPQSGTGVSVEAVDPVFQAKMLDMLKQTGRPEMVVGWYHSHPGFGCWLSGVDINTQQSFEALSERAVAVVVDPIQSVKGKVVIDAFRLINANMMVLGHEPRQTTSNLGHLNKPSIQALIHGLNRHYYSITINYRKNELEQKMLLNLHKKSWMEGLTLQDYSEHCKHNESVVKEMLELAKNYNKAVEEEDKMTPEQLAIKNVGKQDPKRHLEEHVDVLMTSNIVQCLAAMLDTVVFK
# Neddylation inh: inhibitors of cullin neddylation, primary screen, biochemical, TR-FRET, uHTS, NAE and Ubc12; calls only at 25 µM; 360,000 tested, 0.58% active; AID 651699, 2012; in the data active = inhibition above about 36%
# Target sequence (P61081 whole entry, looked up): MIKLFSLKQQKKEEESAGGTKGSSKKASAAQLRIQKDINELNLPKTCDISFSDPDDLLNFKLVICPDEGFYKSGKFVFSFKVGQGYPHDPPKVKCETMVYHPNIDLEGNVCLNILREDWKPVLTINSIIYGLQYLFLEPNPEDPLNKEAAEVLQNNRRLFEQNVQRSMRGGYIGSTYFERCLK
# Target sequence (Q13564 whole entry, looked up): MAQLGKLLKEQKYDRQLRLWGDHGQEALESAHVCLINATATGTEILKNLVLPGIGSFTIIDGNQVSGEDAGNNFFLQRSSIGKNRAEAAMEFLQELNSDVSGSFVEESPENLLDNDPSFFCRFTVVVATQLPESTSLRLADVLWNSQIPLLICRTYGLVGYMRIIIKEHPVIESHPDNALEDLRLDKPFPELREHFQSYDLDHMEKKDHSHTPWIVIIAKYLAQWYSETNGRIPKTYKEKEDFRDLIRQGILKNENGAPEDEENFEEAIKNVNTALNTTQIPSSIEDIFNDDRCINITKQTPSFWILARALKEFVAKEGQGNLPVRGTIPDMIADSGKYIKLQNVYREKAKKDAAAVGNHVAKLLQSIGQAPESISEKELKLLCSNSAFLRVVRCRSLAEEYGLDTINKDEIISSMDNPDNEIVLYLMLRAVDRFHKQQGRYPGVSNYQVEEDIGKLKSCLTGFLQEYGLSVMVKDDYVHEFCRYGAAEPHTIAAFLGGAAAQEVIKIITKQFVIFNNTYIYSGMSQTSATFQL
# SUMO1-SIM PPI: modulators of SUMO1 protein-protein interactions, primary screen, biochemical, uHTS. inhibition, % at 20 µM. AID 602429, 2012. 360,000 tested, 0.33% active. Small ubiquitin-related modifier 1 (Homo sapiens), P63165. SUMO1 binding to a labelled peptide, TR-FRET, 1 h; in the data active = inhibition above about 37%
# Rin1-Abl PPI inh: inhibitors of Rin1-Abl protein binding, primary screen, biochemical, TR-FRET. inhibition, % at 7.35 µM. 360,000 tested, 0.4% active. AID 588664, 2011; in the data active = inhibition above about 5%, passing the limit was not always enough
# STEP inh: STEP phosphatase inhibitors, primary screen, biochemical, fluorescence intensity, uHTS; inhibition, % at 20 µM; recombinant STEP, OMFP fluorogenic substrate; AID 588621, 2011; 360,000 tested, 0.25% active;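 active = inhibition at 20 µM, scaled per plate between control wells, above about 37%, limit read from the data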;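 also: 0% = DMSO with enzyme and substrate and 100% = substrate only without enzyme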
#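 System: STEP phosphatase, cell-free reaction; Buffer or medium: Bis-Tris pH 6.0 buffer with DTT, detergent; Incubation: 20 min at room temperature, dark; Measured by: fluorescence, 480/540 nm.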
# NadD block: inhibitors of S. aureus NadD, primary screen, biochemical, colorimetric, uHTS; purified NadD enzyme, colorimetric absorbance read-out; inhibition, % at 20 µM; 360,000 tested, 0.78% active; AID 602399, 2012; in the data active = inhibition above about 26%; also: some compounds past the cut are filed as inactive
# DNMT1 inh: human DNMT1 methyltransferase inhibitors, primary screen, biochemical, molecular beacon, fluorescence, HinP1I cleavage, uHTS; DNA (cytosine-5)-methyltransferase 1 (Homo sapiens), P26358; inhibition (reported as % activation of signal), % at 10 µM; 360,000 tested, 0.83% active; in the data active = inhibition above about 50%
# LMPTP inh: LMPTP phosphatase inhibitors, primary screen, biochemical, fluorescence intensity, uHTS. Low molecular weight phosphotyrosine protein phosphatase (Homo sapiens), P24666. recombinant LMPTP-A, OMFP fluorogenic substrate. inhibition, % at 20 µM. 360,000 tested, 0.22% active;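 active = compounds that cut the enzyme signal by at least half of the control window in the single-dose screen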;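 also: plate controls were DMSO wells with enzyme plus substrate for no effect and substrate without enzyme for full effect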
#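 Assay system: LMPTP-A phosphatase enzyme | Input: 0.625 nM enzyme | Also added: Fluorogenic phosphatase substrate OMFP at 400 µM final | Compound dosing: One test concentration per compound, 20 µM, with 3% DMSO overall | Schedule: 50 min enzyme reaction at room temperature, protected from light | Signal: Fluorescence intensity | Benchmarks: no-enzyme and uninhibited controls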
# The depositor's hits bear a star; i = inactive; . = no result given; + = active, no number. Random draw from the library (roughly 3.8% active in at least one column).
SMILES,CSN deneddyl inh,Scp-1 inhibitor,Rpn11 block,Neddylation inh,SUMO1-SIM PPI,Rin1-Abl PPI inh,STEP inh,NadD block,DNMT1 inh,LMPTP inh
CCC1C(=O)NCCN1Cc1nc(-c2ccc(C)s2)oc1C (stereo not drawn),1,6,i,i,4,0,-1,3,6,-0.4
COc1cc2c(cc1OC)C(C(=O)N(C)Cc1ccccc1)C(c1cccnc1)N(C)C2=O (stereo not drawn),1,1,i,i,-3,3,-3,-5,-3,-0.8
O=C(NCCc1ccccc1)c1ccc(-n2cnnn2)cc1,6,2,i,i,2,-2,1,-1,8,1.5
CCOC(=O)N1CCC(NC(=O)C2=CCN(S(=O)(=O)c3ccc(OC)cc3)CC2)CC1,2,4,i,i,-1,2,2,0,12,0.0
O=C(CN1CC(=O)Oc2ccccc21)OCC(=O)c1ccccc1,0,-5,i,i,2,0,2,8,-1,-0.3
Nc1nnnn1CC(=O)N/N=C/c1ccccn1,2,-10,i,i,1,0,-2,-6,-2,-2.2
C=CCOc1cc(C)nc(-c2ccccc2O)n1,-1,0,i,i,2,0,2,-4,-1,0.9
Nc1nc(Nc2ccc(Cl)cc2)n[nH]1,-6,3,i,i,2,2,-2,-4,1,-3.2
CC1CN(C(=O)COC(=O)/C=C/c2ccccc2)CC(C)O1 (stereo not drawn),-2,.,i,i,-8,1,-1,-1,-3,-0.8
COc1ccc(C2CC(c3ccccc3)=NN2S(=O)(=O)c2ccccc2)c(OC)c1 (stereo not drawn),4,-10,i,i,-2,0,-1,0,-6,0.7
CCOC(=O)C1=CCN(Cc2ccccc2)CC1,3,-2,i,i,7,-1,-1,-2,8,-0.6
CCCC1S/C(=N/N=C/c2cccs2)NC1=O (stereo not drawn),-2,-14,i,i,-5,-1,5,-2,-1,-1.7
O=S(=O)(/C=C/c1ccccc1)N1CCN(c2cccc(Cl)c2)CC1,-5,-6,i,i,-7,-2,2,-6,-2,3.5
COC(=O)C(C)NC(=O)c1cn(-c2ccccc2OC)c(=O)c2ccccc12 (stereo not drawn),-2,-4,i,i,2,1,3,-6,-1,0.0
Cc1ccc(S(=O)(=O)N(C)/C(=N/S(=O)(=O)c2ccccc2)c2ccccc2)cc1,-11,-11,i,i,-1,-1,-1,-12,-5,-0.9
Cc1cccc(OCC(=O)O/N=C(\N)c2ccccn2)c1C,5,-13,i,i,0,-2,-3,-5,2,0.4
Cc1ccc(C(=O)CC(C(=O)O)n2cccn2)cc1 (stereo not drawn),5,3,i,i,4,0,0,4,5,-1.3
COc1cc(NC(=O)c2ccc3c(c2)OCO3)ccc1NC(=O)c1cccs1,1,-9,i,.,3,1,3,-7,-4,0.6
CN(C)c1ccc(/C=C(\NC(=O)c2ccccc2)C(=O)NCCCN2CCOCC2)cc1,15,0,i,i,-3,-4,-2,-5,0,-4.1
CCc1ccc(C(=O)CC2(O)C(=O)N(CN3CCOCC3)c3ccccc32)cc1 (stereo not drawn),2,-17,i,i,-3,-2,2,-4,-1,-2.0

# Ordered by count of non-hydrogen atoms (descending): some entries from above.
SMILES,CSN deneddyl inh,Scp-1 inhibitor,Rpn11 block,Neddylation inh,SUMO1-SIM PPI,Rin1-Abl PPI inh,STEP inh,NadD block,DNMT1 inh,LMPTP inh
Cc1ccc(S(=O)(=O)N(C)/C(=N/S(=O)(=O)c2ccccc2)c2ccccc2)cc1,-11,-11,i,i,-1,-1,-1,-12,-5,-0.9
COC(=O)C(C)NC(=O)c1cn(-c2ccccc2OC)c(=O)c2ccccc12 (stereo not drawn),-2,-4,i,i,2,1,3,-6,-1,0.0
O=S(=O)(/C=C/c1ccccc1)N1CCN(c2cccc(Cl)c2)CC1,-5,-6,i,i,-7,-2,2,-6,-2,3.5
Cc1cccc(OCC(=O)O/N=C(\N)c2ccccn2)c1C,5,-13,i,i,0,-2,-3,-5,2,0.4
Cc1ccc(C(=O)CC(C(=O)O)n2cccn2)cc1 (stereo not drawn),5,3,i,i,4,0,0,4,5,-1.3
CCOC(=O)C1=CCN(Cc2ccccc2)CC1,3,-2,i,i,7,-1,-1,-2,8,-0.6
CCCC1S/C(=N/N=C/c2cccs2)NC1=O (stereo not drawn),-2,-14,i,i,-5,-1,5,-2,-1,-1.7

# Next part:
SMILES,CSN deneddyl inh,Scp-1 inhibitor,Rpn11 block,Neddylation inh,SUMO1-SIM PPI,Rin1-Abl PPI inh,STEP inh,NadD block,DNMT1 inh,LMPTP inh
CN1CCN(c2ccc(Cl)cc2NC(=O)c2cccc(S(=O)(=O)N(C)C)c2)CC1,10,-12,i,i,4,3,-1,0,-6,1.5
O=C(O)C1CSC(c2ccc(O)c([N+](=O)[O-])c2)N1 (stereo not drawn),10,-2,i,i,-9,0,-1,-3,2,-4.1
CN(C)/C=C1\C(=O)NN=C1C(F)(F)F,1,-7,i,i,-1,-1,-1,-6,1,-2.3
COc1ccc(C(=O)Nc2cc(C)nc3ccccc23)cc1OC,3,-2,i,i,4,3,2,-9,-2,14
Cc1ccc(CNC(=O)c2sccc2-n2cccc2)cc1,3,-3,i,i,-3,2,0,-23,-2,-1.8
CCOc1ccccc1N1CCN(C(=O)c2cc[n+]([O-])cc2)CC1,4,3,i,i,2,0,-4,6,-3,0.8
O=c1oc2cc(O)ccc2cc1-c1nc2c(s1)CCc1ccccc1-2,-96,-8,i,i,-7,-4,-37,20,+,0.9
Cc1cc([N+](=O)[O-])nn1CC(=O)NCc1ccco1,3,-5,i,i,-7,5,0,0,5,-0.7
c1ccc(N2CCN(c3nc4ccccc4n4cnnc34)CC2)cc1,5,-16,i,i,-7,1,1,7,-3,1.2
O=C1Oc2ccccc2C2(O)C3CCCCCC3C12 (stereo not drawn),0,9,i,i,-1,2,-2,4,1,1.3
CCCNC(=O)NC(=O)COC(=O)c1oc2ccc(OCC)cc2c1C,-5,-5,i,i,12,-3,-5,-9,-2,-3.0
CC(=O)c1ccccc1NC(=O)CCCNC(=O)c1ccc(Cl)cc1,3,-3,i,i,0,1,1,-2,2,-0.3
O=c1c(-c2n[nH]c(=S)o2)cccn1Cc1ccccc1,4,0,i,i,-3,0,-1,5,0,1.3
CCOC(=O)CSc1nc2ccccc2c(=O)n1Cc1ccco1,-1,-12,i,i,0,2,2,1,1,1.2
Cn1c(=O)[nH]c2ccc([N+](=O)[O-])nc21,-4,-1,i,i,-18,-1,1,-6,4,-1.3
O=C(O)C1CCN(C(=O)COc2ccc3c4c(c(=O)oc3c2)CCC4)CC1,-1,5,i,+,3,-3,0,1,-7,-0.7
CN(C)CC(O)COc1ccc(C(C)(C)c2ccc(OCC(O)CN(C)C)cc2)cc1 (stereo not drawn),7,0,i,i,-3,3,0,-10,-3,-7.4
CC1CN(C(=O)c2ccc3c(c2)OCO3)CC(C)O1 (stereo not drawn),-1,2,i,i,1,-2,-1,6,2,0.0
O=c1[nH]cc(C=NNc2ccccc2)c(=O)[nH]1,-2,.,i,i,3,1,2,2,-5,-0.1
CCOC(=O)Cn1c(=O)oc2cc(S(=O)(=O)N(C)Cc3ccco3)ccc21,3,-13,i,i,7,1,1,-6,2,-0.1
CCc1cccc(NC(=S)N(CCCOC(C)C)C2CCN(C(C)=O)CC2)c1,-5,-7,i,i,3,-2,3,0,1,0.0
CCn1cc(CN2CCCC(C(=O)Nc3ccc(-c4cscn4)cc3)C2)c(C)n1 (stereo not drawn),3,-6,i,i,2,-1,-1,-1,1,-0.2
Cn1nnnc1SCC(=O)Nc1nc2c(s1)CCCC2,-2,-4,i,i,9,-2,0,2,-3,0.0
Cc1cc(N=Nc2ccc(C)c(N=Nc3cc(C)c(N)cc3N)c2)c(N)cc1N,-4,-4,i,i,-199,-13,2,30*,-25,4.2
CC(C)NC(=O)c1ccccc1NC(=O)C(C)Oc1ccccc1 (stereo not drawn),-4,1,i,i,-1,-3,-2,-2,-4,-0.7
COC(=O)c1ccccc1NC(=O)/C=C/c1cc(OC)c(OC)c(OC)c1,4,-16,i,i,-9,-3,3,-8,-6,1.6
O=C(Nc1nc2c(Br)cccc2s1)C1CC1,5,-12,i,i,7,-2,-1,-6,8,0.0
O=C(Oc1c(CN2CCOCC2)cc(Cl)c2cccnc12)c1ccccc1Cl,-5,-11,i,i,-7,5,9,-7,-4,0.2
COc1cc(C(=O)NNC(=O)c2ccco2)cc(OC)c1OC,-4,8,i,i,-5,0,-2,2,1,-0.8
COc1cc(NC(=S)NC(=O)c2ccccc2F)ccc1NC(=O)c1cccs1,1,-7,i,i,3,-2,-4,-6,-5,0.1
CCNc1sc(C(=O)c2cccs2)c(N)c1C#N,7,-6,i,i,3,1,17,5,-10,1.1
CCOC(=O)C1(Cc2ccccc2C(F)(F)F)CCN(C(C)CCn2cccn2)CC1 (stereo not drawn),-4,7,i,i,3,1,-2,-5,4,1.6
COc1ccc([C@H]2/C=C\CN(S(=O)(=O)c3ccc(C)cc3)[C@@H](C)C(=O)N2Cc2ccc(F)cc2)cc1,1,-11,i,i,1,2,2,-4,-3,4.3
CCCOC(=O)C(C)n1c(-c2ccccc2)nc2ccccc2c1=O (stereo not drawn),2,1,i,i,-3,4,0,-2,3,-0.8
CC(C)n1cc(CN2CCC(Oc3ccc(C(=O)N4CCCC4)cc3)CC2)cn1,3,-5,i,i,-1,0,-1,-4,2,-2.4
COc1ccc([C@@H]2[C@@H]3C(=O)N(C(C)(C)C)C(=O)[C@@H]3[C@]3(C)C(=O)N(c4cccc(F)c4)C(=O)N23)cc1,-3,-8,i,i,0,4,-2,-1,4,0.5
c1ccc(-c2cn3c(n2)-c2ccccc2C3)cc1,3,-8,i,i,0,1,0,-4,7,-0.4
COC(=O)c1ccc(CSc2nnc(CNC(=O)COc3ccc(Cl)cc3)o2)o1,-2,9,i,i,2,17*,3,-3,3,-0.7
CCOC(=O)Cc1csc(N/N=C\c2cccc(Br)c2)n1,6,-5,i,i,1,-3,2,2,-25,1.6
COc1cc(Cl)c(CN2CCC(CO)(CCOc3ccccc3)CC2)cc1OC,2,-5,i,i,2,1,1,-6,-2,-1.3
O=C(NCc1cccs1)c1cc(-c2cccs2)on1,7,-8,i,i,-4,3,1,-3,3,-0.2
CCOC(=O)N1CCC(N2Cc3cccc(C(=O)Nc4ccc(F)cc4)c3C2=O)CC1,-2,-11,i,i,4,0,4,-4,-4,0.7

# Bioassay records from PubChem BioAssay.
